Source: PubChem BioAssay (National Center for Advancing Translational Sciences (NCATS))
EPAC2 antag – antagonists of human EPAC2 | Q8WZA2 | EPAC2 GEF exchange of Rap1B-BODIPY-GDP, fluorescence | Potency, µM (top dose mostly 114 µM), inactives show at the top dose activity, negative = inhibition, hits mostly inhibitors | actives 0.18% (n = 360,000) | AID 720708; note: potency is the fitted concentration of half-maximal effect; % is set by controls: 0 for no effect and ±100 for the full control effect; nearly all actives have a fitted effect of over 45% in size; many of its hits are not listed in these tables
Target sequence (Q8WZA2 whole entry, looked up): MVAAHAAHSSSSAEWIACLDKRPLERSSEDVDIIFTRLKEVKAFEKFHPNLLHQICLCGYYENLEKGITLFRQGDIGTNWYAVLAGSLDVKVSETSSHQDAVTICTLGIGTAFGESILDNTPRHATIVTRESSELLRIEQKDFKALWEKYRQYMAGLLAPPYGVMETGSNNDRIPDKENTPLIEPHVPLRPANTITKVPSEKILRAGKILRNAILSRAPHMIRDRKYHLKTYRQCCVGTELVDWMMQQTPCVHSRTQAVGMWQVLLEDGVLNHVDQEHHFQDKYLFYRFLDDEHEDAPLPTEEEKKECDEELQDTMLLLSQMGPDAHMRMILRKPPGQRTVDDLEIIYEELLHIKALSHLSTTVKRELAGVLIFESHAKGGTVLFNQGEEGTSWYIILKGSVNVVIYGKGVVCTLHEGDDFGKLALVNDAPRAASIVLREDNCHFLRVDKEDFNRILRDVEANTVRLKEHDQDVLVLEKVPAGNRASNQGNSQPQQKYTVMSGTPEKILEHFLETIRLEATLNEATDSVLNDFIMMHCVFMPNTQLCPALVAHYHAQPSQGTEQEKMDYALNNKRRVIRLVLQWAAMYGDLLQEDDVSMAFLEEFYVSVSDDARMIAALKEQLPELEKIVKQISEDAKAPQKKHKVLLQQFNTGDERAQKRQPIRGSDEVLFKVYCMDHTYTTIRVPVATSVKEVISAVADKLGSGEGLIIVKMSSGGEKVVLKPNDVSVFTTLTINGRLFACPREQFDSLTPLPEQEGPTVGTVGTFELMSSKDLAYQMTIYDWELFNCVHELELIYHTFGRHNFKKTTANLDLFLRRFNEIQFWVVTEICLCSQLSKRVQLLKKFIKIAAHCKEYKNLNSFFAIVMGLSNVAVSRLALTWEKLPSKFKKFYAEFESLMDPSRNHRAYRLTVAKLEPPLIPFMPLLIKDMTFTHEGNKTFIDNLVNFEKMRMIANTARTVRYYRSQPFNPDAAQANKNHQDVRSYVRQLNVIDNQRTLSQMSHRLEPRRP
Mm-Cpn inhibitor – M. maripaludis TRiC chaperonin inhibition. purified Mm-Cpn ATPase, ADP Transcreener TR-FRET. Potency, µM (highest dose often 76.9 µM), without a hit: at the top dose activity, negative = inhibition, usual class: inhibitors. actives 0.031% (n = 330,000). AID 504842; note: potency is the fitted concentration of half-maximal effect; % is set by controls: 0 for no effect and ±100 for the full control effect; nearly all actives have a fitted effect of over 80% in size
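25 nM Mm-CPN + cpd, 10 min 37°C; + 10 uM ATP, 30 min 37°C; buffer 30 mM Tris pH 7.4, 100 mM KCl, 5 mM MgCl2, 1 mM DTT; Transcreener ADP HTRF detection 30 min RT.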
A549 viability – A549 cytotoxicity, counter-screen for Nrf2 inhibitors; A549 ARE-Fluc cells, CellTiter-Fluor viability, 18-24 h; Potency, µM (series often up to 46 µM), without a hit: top-dose activity change, negative = cytotoxicity, usual class: inhibitors; actives 0.16% (n = 390,000); note: potency is the fitted concentration of half-maximal effect; % is set by controls: 0 for no effect and ±100 for the full control effect
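Cytotoxicity counterscreen: CellTiter-Fluor fluorescence was measured in A549 ARE_Fluc cells after 18-24 h of compound exposure in a concentration series. The subsequent BugLite luminescent read reports ARE-luciferase activity.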
EPAC2 ag – activates human EPAC2 exchange factor; Q8WZA2; EPAC2 activation, biochemical qHTS; response scale: 100% = 6.5 mM cAMP response; actives 0.079% (n = 360,000); Potency, µM (doses to about 154 µM), without a hit: at the highest dose activation, most hits filed as activators; note: potency is the fitted concentration of half-maximal effect; nearly all actives have a fitted effect of over 50% in size
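Nucleotide exchange monitored as fluorescence drop when BODIPY-GDP leaves Rap1B. Reaction: 100 nM EPAC2, 250 nM RAP1B-BODIPY-GDP, 50 uM GDP, room temperature, kinetic read over 30 min. Activity expressed relative to 6.5 mM cAMP.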
Nrf2 block – blocks Nrf2 signaling | A549 ARE-Fluc reporter, luciferase luminescence, 18-24 h | Potency, µM (doses to about 46 µM), for the others: top-dose activity change, negative = inhibition, most hits filed as inhibitors | actives 2.1% (n = 360,000); note: potency is the fitted concentration of half-maximal effect; % is set by controls: 0 for no effect and ±100 for the full control effect; nearly all actives have a fitted effect of over 60% in size
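Concentration-response testing used A549 ARE_Fluc cells at 5000 cells/well. Following an 18-24 h compound incubation, viability was read by fluorescence (Ex 405/Em 525) and luciferase output by luminescence.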
TGFb inhibitor – TGF-b pathway inhibition | actives 1.2% (n = 410,000) | HepG2 CAGA-GFP TGF-b/SMAD3 reporter, GFP fluorescence, 18 h; TGF-beta stimulated, 500 pg/mL final | Potency, µM (series often up to 46.1 µM), without a hit: at the highest dose activity, negative = inhibition, most hits filed as inhibitors; note: potency is the fitted concentration of half-maximal effect; % is set by controls: 0 for no effect and ±100 for the full control effect; nearly all actives have a fitted effect of over 65% in size
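Inhibition of TGF-beta-driven CAGA-GFP reporter expression in HEPG2 cells is measured by cellular GFP fluorescence after 18 h stimulation with 500 pg/mL recombinant TGF-beta in 1% FBS medium at 37 degrees C.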
CCT chaperon mod – cytosolic chaperonin activity modulation. purified chaperonin ATPase assay, HTRF ADP detection, 30 min. activity change, % (concentration not given with the values), hits read low. actives 0.3% (n = 360,000); in the data active = activity change below about -30%; note: % is set by controls: 0 for no effect and ±100 for the full control effect
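TRiC (40 or 20 nM final, by batch activity) in 30 mM Tris pH 7.4, 100 mM KCl, 5 mM MgCl2, 1 mM DTT was treated with compound at 76 uM single dose, then 10 uM ATP, 30 min at 37 °C. ADP was read by HTRF Transcreener.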
pAkt inh – Akt phosphorylation inhibition. Neuro2A IGF-stimulated pAkt S473 HTRF, 20 min; active compounds read low. activity change, % for hits at 50 µM. actives 0.32% (n = 360,000); in the data active = activity change below about -80%; inconclusive = mostly about -51% to -80%; note: % is set by controls: 0 for no effect and ±100 for the full control effect
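Neuro2A cells (4,500/well, DMEM with 0.5% FBS) were treated with compound at a single 50 µM final concentration, stimulated with 6 nM IGF for 20 min at 37 °C, and lysed. Phospho-Akt Ser473 was read by HTRF as 665/615 ratio ×10^4.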
Nrf2 activator – activators of Nrf2 (ARE) signaling | AREc32 ARE-luciferase reporter (MCF7-derived line), luminescence, 24 h | Potency, µM (titrated, usually from 46.1 µM), for inactives: at the top dose activation, actives largely listed as activators | actives 0.31% (n = 410,000) | AID 624171; note: potency is the fitted concentration of half-maximal effect; % of control where 0% means no effect; nearly all actives have a fitted effect of over 65% in size
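For detection, Steady-Glo was added and plates sat 30 min at RT; before that, AREc32_Fluc cells grown overnight in OPTI-MEM/5% FBS had been treated with 23 nL compound for 24 hr at 37 deg C.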
* = called active by the depositor; i = inactive; ? = inconclusive; · = not tested or not shown; & = joins results of further samples; [ ] = dose if it differs, or a comment. Unless noted, calls come from the whole dose curve; as a rule, active = well fitted curve in the direction sought with a large enough effect; inconclusive = small, poorly fitted or top-dose-only effect, or another doubt; inactive = no such curve, though single readings can be large; an effect the other way counts as inactive or inconclusive. These rows are one share of the data (hit frequency here may not be typical).

Each structure is followed by: Nrf2 activator, A549 viability, TGFb inhibitor, Nrf2 block, EPAC2 antag, EPAC2 ag, Mm-Cpn inhibitor, pAkt inh, CCT chaperon mod
CN(Cc1c(C(=O)N/N=C/c2ccc(F)cc2)nnn1-c1nonc1N)C1CCCCC1
    -0.6%, 0%, 19%, -1%, -2%, -12%, 3%, i, 1.0
CCOc1cc(S(=O)(=O)n2c(C)nc3ccccc32)ccc1F
    -1.5%, -5%, 2%, ·, 5%, -2%, 2%, i, -1.1
Cc1ccc(CC(=O)Nc2ccc(S(=O)(=O)Nc3ncccn3)cc2)cc1
    -0.4%, 0%, 0%, -19%, -8%, 3%, 0%, i, -5.5
Cc1cc(C)cc(Nc2c(F)c(F)c(F)c(F)c2C(=O)O)c1
    2.7%, 2%, -26%, ?, -8%, 0%, 1%, i, 2.8
Cc1cccc(Nc2nnc(-n3nc(C)cc3C)c3ccccc23)c1
    6.9%, -11%, -25%, ?, ·, ·, ·, ·, ·
COc1ccc(CNC(=O)c2ccc(-c3cnn(C)c3)c3ccoc23)cc1OC
    5.3%[9.22 µM], ·, -5%, ·, 3%, -2%, ·, i, 2.3
O=C(N/N=C/c1ccc2c(c1)OCO2)c1ccc(Cl)cc1Cl
    2.9%, 1%, -6%, 1%, -12%, 18%, 3%, i, -1.1
COc1ccc2c(c1)c(=O)oc1c(C)c(OCC(=O)N3CCc4ccccc4C3)ccc12
    0.1%, -9%, -10%, 19%, 4%, 0%, -6%, i, 1.0
C/C(CC(=O)Nc1ccc2c(c1)OCCO2)=N\NC(=O)COc1ccc(C)cc1Br
    1.7%, 8%, 4%, 6%, -13%, 9%, -3%, i, -1.2
COC(=O)c1[nH]c(C)c(/C(O)=C2\C(=O)C(=O)N(CCN3CCOCC3)C2c2ccccc2OC)c1C (centres undefined)
    -0.6%, 1%, -19%, 27%, 6%, 1%, -4%, i, -3.2
C=CC[C@@H](CC(=O)N(CCO)Cc1ccccc1)C(=O)NCCOC(=O)[C@H](CC=C)CC(=O)OC(C)(C)C
    3.5%, 2%, -11%, ?, -3%, -7%, 0%, i, -1.6
CC(C)NCC(O)COc1ccc2c(c1)CCC2 (centres undefined)
    0.0%, 0%, ?, -9%, 5%, 11%, 5%, i, -0.5
NC(Cc1c[nH]c2ccccc12)C(=O)Nc1ccccc1 (centres undefined)
    3.9%, -1%, 19%, 11%, 2%, 0%, ·, i, -0.1
CCOc1ccc(S(=O)(=O)N(CC(=O)N/N=C/c2ccc(-c3ccc([N+](=O)[O-])cc3)o2)c2ccccc2)cc1
    2.6%, ?, 0%, ·, -7%, -7%, 1%, i, -7.6
CCOC(=O)c1sc2nc(C)nc(NCCc3ccccn3)c2c1C
    1.2%, 0%, 4%, ?, 5%, 11%, -16%, i, 0.1
COc1ccc(CCNC(=O)C2CCN(C(=O)c3ccc(Cl)cc3)CC2)cc1OC
    0.0%, -11%, -12%, -17%, 10%, 12%, -3%, i, -1.7
CCN1CCN(c2nc3c(c(=O)[nH]c(=O)n3C)n2CCSc2nc3ccccc3s2)CC1
    -0.1%, 8%, -1%, -2%, 3%, 1%, 2%, i, -1.4
O=C(Nc1nnc(C2CC(=O)N(c3ccc(Cl)cc3)C2)s1)c1ccco1 (centres undefined)
    -0.9%, 1%, 7%, 10%, ·, ·, ·, ·, ·
O=C1c2ccccc2C(c2nnnn2-c2ccc3ccccc3c2)N1C1CC1 (centres undefined)
    0.4%, ·, ·, ·, 3%, 2%, ·, i, -1.1
COc1ccc(Nc2ncnc3sc(-c4ccccc4)cc23)c(OC)c1
    0.2%, -3%, -12%, -19%, -7%, 11%, -21%, i, -1.1

One compound at a time, as listed above. Order of screens: Nrf2 activator, A549 viability, TGFb inhibitor, Nrf2 block, EPAC2 antag, EPAC2 ag, Mm-Cpn inhibitor, pAkt inh, CCT chaperon mod
COc1ccc(CCNC(=O)C2CCN(C(=O)c3ccc(Cl)cc3)CC2)cc1OC in the list: 0.0%, -11%, -12%, -17%, 10%, 12%, -3%, i, -1.7
O=C1c2ccccc2C(c2nnnn2-c2ccc3ccccc3c2)N1C1CC1 (centres undefined) in the list: 0.4%, ·, ·, ·, 3%, 2%, ·, i, -1.1
O=C(N/N=C/c1ccc2c(c1)OCO2)c1ccc(Cl)cc1Cl in the list: 2.9%, 1%, -6%, 1%, -12%, 18%, 3%, i, -1.1
O=C(Nc1nnc(C2CC(=O)N(c3ccc(Cl)cc3)C2)s1)c1ccco1 (centres undefined) in the list: -0.9%, 1%, 7%, 10%, ·, ·, ·, ·, ·

Continued.
Each structure is followed by: Nrf2 activator, A549 viability, TGFb inhibitor, Nrf2 block, EPAC2 antag, EPAC2 ag, Mm-Cpn inhibitor, pAkt inh, CCT chaperon mod
COc1ccc(CNCCC(c2ccc(OC)cc2)c2ccccc2OC)cc1 (centres undefined)
    5.6%, -7%, ?, 24%, -3%, -3%, -1%, i, 2.1
C[C@H](NC(=O)[C@@H]1CCC(=O)N1Cc1ccco1)c1ccccc1
    -0.2%, 3%, 2%, -17%, 9%, -4%, 5%, i, -0.1
Cc1ccc(C)c(S(=O)(=O)c2c(C)cc(C)nc2Cl)c1
    -0.4%, 4%, 0%, -1%, -16%, 6%, 0%, i, -1.7
COC(=O)c1cc(NC(=O)CN2CCC(C(N)=O)(N3CCCCC3)CC2)cc(C(=O)OC)c1
    -0.3%, 0%, 19%, -3%, 3%, 6%, 1%, i, 0.1
CC1CN(Cc2cc(=O)oc3cc(O)c(Cl)cc23)CC(C)O1 (centres undefined)
    0.1%, 1%, -7%, 2%, 2%, 9%, -4%, ·, -1.7
CCCn1nc(NC(=O)CC)c2cc3cccc(C)c3nc21
    0.4%, 2%, -19%, 0%, -10%, -2%, -2%, i, -2.3
COC(=O)C1=C(C)Nc2nc3ccccc3n2C1c1ccccc1F (centres undefined)
    0.1%, -3%, -12%, ?, -4%, 4%, 1%, i, -1.3
CSc1ccc(CN(C)C(=O)c2ccc(S(=O)(=O)Nc3ccccc3)cc2)cc1
    0.3%, ?, ?, ?, -21%, 3%, 0%, i, -2.9
CC1(C)Cc2c(sc3c2c(=N)n(Cc2ccco2)c(=O)n3Cc2ccc(F)cc2)CO1
    0.5%, -16%, 25%, ?, -1%, 16%, -4%, i, -2.5
CCCOc1ccc(/C=N/Nc2ccccc2[N+](=O)[O-])c(O)c1
    8.0%, ?, 5%, 3%, -6%, 1%, 1%, i, -1.6
Cc1ccc(S(=O)(=O)N(C)Cc2cc3ccccc3[nH]c2=O)cc1
    -0.2%, ·, -4%, 6%, 9%, 1%, 1%, i, -1.3
OC(CN1CCN(c2ccccc2Cl)CC1)c1ccccc1 (centres undefined)
    -0.3%, -2%, -10%, 24%, -6%, 12%, 1%, i, -0.9
COc1ccc(CCNS(=O)(=O)CCNC(=O)c2ccc(OC)cc2)cc1
    0.1%, -1%, 14%, 7%, -1%, 8%, 1%, i, 0.1
CS(=O)(=O)N1N=C(c2ccco2)CC1c1ccccc1Cl (centres undefined)
    0.3%, -5%, 0%, 2%, -15%, 8%, 2%, i, 0.0
Cn1cccc1C1CCCN1CC(=O)Nc1c(Cl)cc(Cl)cc1Cl (centres undefined)
    7.0%, 0%, -20%, ?, -6%, 13%, -1%, i, -1.0
CCOC(=O)C1(Cc2ccccc2C)CCCN(C(=O)CSC)C1 (centres undefined)
    0.3%, -1%, -3%, -9%, 6%, 1%, ·, i, 1.6
CC(C)(C)c1ccc(OCCn2nc(C(=O)O)c3ccccc3c2=O)cc1
    4.1%, 1%, 2%, ?, -5%, -5%, 0%, i, -1.4
O=C(CCN1CCN(c2ccccc2)CC1)c1ccc(Cl)cc1
    ?, 8%, ?, 5%, 0%, 4%, 2%, i, 0.4
Cc1ccc(C2C(C(=O)c3sc(-c4ccccc4)nc3C)=C(O)C(=O)N2CCN(C)C)o1 (centres undefined)
    ?, 1%, -6%, 27%, -16%, 3%, ·, i, -0.1
Cc1cccc(NC(=O)c2c(F)c(F)c(F)c(F)c2F)c1
    3.1%, -1%, 0%, -17%, -7%, 5%, 0%, i, -2.8

More records
Each structure is followed by: Nrf2 activator, A549 viability, TGFb inhibitor, Nrf2 block, EPAC2 antag, EPAC2 ag, Mm-Cpn inhibitor, pAkt inh, CCT chaperon mod
O=C(CSc1nc2ccccc2s1)NCCOc1ccccc1
    2.5%, 1%, ?, 9%, 4%, 9%, 0%, i, -1.7
Cc1ccc(C)c(NC(=O)CSc2ncc3c(n2)-c2ccccc2N(Cc2ccccc2C)S3(=O)=O)c1
    -0.6%, 17%, 0%, ?, ·, ·, ·, ·, ·
COc1ccc(NC(=S)Nc2cccc(C(C)=O)c2)cc1OC
    0.6%, 1%, 0%, -3%, 15%, -6%, 1%, i, -5.3
Cc1cccc(-c2noc(CNC(=O)c3ccco3)n2)c1
    -0.5%&0.5%, -12%&1%, 14%&-22%, 6%&6%, -2%, 0%, -5%, i, 0.2
CC(C)(C)C(=O)NC(=S)Nc1ccccc1C(=O)NC1CCCCC1
    0.6%, 0%, -19%, 14%, -6%, -1%, -1%, i, 1.5
COC(=O)C1=C(CS(=O)(=O)c2cc(OC)ccc2OC)NC(=O)NC1c1ccc(O)c(OC)c1 (centres undefined)
    -0.5%, 5%, 15%, 7%, 1%, 6%, 0%, i, -2.8
O=C(CSc1n[nH]c(-c2ccccc2Br)n1)NCCN1C(=O)CSC1=O
    -0.4%[9.22 µM], -1%, -2%, -17%, 9%, -8%, 1%, i, -2.7
Cc1ccc(CN2CCSc3ccc(C(=O)NCc4ccco4)cc32)cc1
    8.9%, -6%, -15%, -15%, -13%, 8%, -8%, i, -4.3
COc1cc(SC)ccc1C(=O)N1CCN(c2ccccc2OC)CC1
    -2.5%, -7%, -10%, ?, 1%, 8%, -4%, i, -1.0
